Screens deposited in PubChem by National Center for Advancing Translational Sciences (NCATS).
ERK EGF block: EGF-driven ERK pathway inhibition | HEK293-V1b, EGF-stimulated phospho-ERK AlphaScreen | Potency, µM (doses to about 11.5 µM), inactives show top-dose activity change, negative = inhibition, hits mostly inhibitors | 130,000 tested, 0.41% active; active means well fitted inhibition curve with a large enough effect; inconclusive means small, poorly fitted or top-dose-only effect, or effect the other way;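 further: plate controls were stimulated vehicle wells for no effect and unstimulated vehicle basal for full effect; nearly all actives have a fitted effect of over 55% in size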
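Phospho-ERK1/2 measured by AlphaScreen (SureFire) after 5 min 25 nM EGF stimulation of V1b-expressing HEK293 cells preincubated 30 min at 37C with titrated compounds; data scaled to DMSO and EGF controls, Hill-fitted AC50.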
An asterisk follows results filed as active; ? = inconclusive; & = joins results of further samples; [ ] = remark or other dose. Potency means the concentration at half of the fitted maximal effect.

canonical_smiles,ERK EGF block
CCOC(=O)/C(=C\C=C1/Sc2ccccc2N1CC)C(C)=O,4%
CC1CC(C)CN(C(=O)/C(=C\c2ccccc2)c2ccccc2)C1 (configuration not stated),0%
C=CCNC(=O)C1CCN(C(=O)c2ccc(-c3ccccc3)cc2)CC1,-5%
COc1cccc(-c2nnc(NC(C)=O)o2)c1,-11%[57.5 µM]
O=[N+]([O-])c1ccc(/C=C/c2nc3ccc([N+](=O)[O-])cc3[nH]2)cc1,9%
COc1ccc(N2CC(C(=O)OCC(=O)c3ccc(C)cc3)CC2=O)cc1 (configuration not stated),-14%
CC(C)(C)OC(=O)N1CCC[C@H]1C(=O)NCc1ccc(Cl)cc1Cl,9%
COc1cccc(O[C@@H]2O[C@@H]3COC(C)(C)O[C@H]3[C@H](O)[C@H]2NC(C)=O)c1,-4%
CC(C)Cn1c(-c2ccco2)nc2c(c(=O)c3ccccc3n2C)c1=O,9%
COc1cccc(CNC(=O)CCNS(=O)(=O)c2cccc3nsnc23)c1,-4%
CCOC(=O)C1(CCc2ccccc2)CCN(C(=O)C(C)n2cncn2)CC1 (configuration not stated),1%
COc1ccc(C)cc1NC(=O)C(Sc1nnnn1C)c1ccccc1 (configuration not stated),0%
O=S(=O)(Nc1ccccc1N1CCCCC1)c1ccc(F)cc1F,2%
CS(=O)(=O)NN1C(=O)c2ccccc2NC1c1cccc2cccnc12 (configuration not stated),-2%
Cc1ccc(/C=N/NS(=O)(=O)c2ccc([N+](=O)[O-])cc2)o1,-8%
CCOc1cc(N2CCOCC2)c(OCC)cc1NC(=O)c1ccc(S(C)(=O)=O)cc1,5%
CCc1ccc(NC(=O)CSCCO)cc1,-6%
CCc1nnc(NC(=O)CN2C(=O)/C(=C/c3cc(OC)c(OC)c(OC)c3)SC2=S)s1,3%
O=C(CSc1nc2ccccc2c(=O)n1-c1ccccc1)N1CCC1,-7%
CCOC(=O)N1CCN(CC(O)COc2cc(C)ccc2C(C)C)CC1 (configuration not stated),1%
COc1ccc(C2CC(c3ccccc3)=NN2C(=O)CSc2nccc(=O)[nH]2)cc1 (configuration not stated),-7%
CCOC(=O)CSc1nc2ccccc2c(=O)n1C,-3%
CN(C)S(=O)(=O)c1ccc2oc(SCC(=O)Nc3ccccc3F)nc2c1,2%
O=C(Oc1ccccc1)N1CCC[C@@]2(CCN(c3ccccn3)C2)C1,7%
CN(Cc1cn(C)nc1-c1ccccc1F)CC1CCCCO1 (configuration not stated),-14%
CN1CCN(C(=O)CC2(CC(=O)O)CCCC2)CC1,6%
CC1=CN2C(=N)/C(=C/c3ccc([N+](=O)[O-])o3)C(=O)N=C2S1,?
COc1ccc(C2C(C#N)=C(N)N(c3ccccc3C#N)C3=C2C(=O)CCC3)cc1CN1CCCC1 (configuration not stated),-6%
CSCCNC(=O)c1ccc(OC2CCN(CCc3ccccc3)CC2)cc1,-5%
Cc1cc2c(cc1C)C(c1cc(Br)ccc1F)CC(=O)N2 (configuration not stated),-4%

(continued)
canonical_smiles,ERK EGF block
O=C(CCSCCc1ccccn1)Nc1ccc(Cc2ccncc2)cc1,16%
Cc1ccc(S(=O)(=O)N(C)CC(=O)OCC(=O)NC(c2ccccc2)c2ccccc2)cc1,1%
CCOC(=O)CNC(=O)c1ccc(Br)s1,-6%[57.5 µM]
CN1CCN(C2Cc3ccccc3Sc3ccc(Cl)cc32)CC1 (configuration not stated),-11%
COc1ccc(CNC(=O)C(c2ccco2)N(C(=O)c2csnn2)c2cccc(C)c2C)cc1 (configuration not stated),-2%
CN1/C(=C\C(=O)COC(=O)c2ccccc2O)C(C)(C)c2ccccc21,?
CSc1nc(-c2ccco2)nn1C(=O)c1ccc(C)cc1,4%
O=C(Nc1ccc(OC(F)(F)F)cc1)C1CC(c2ccc(F)cc2)=NO1 (configuration not stated),0%
O=C(OCn1nnc2ccccc2c1=O)c1cc2ccccc2o1,-1%[57.5 µM]
Cc1cc(C)nc(Nc2n[nH]c(-c3ccccc3C)n2)n1,-2%
COc1cccc(CNC(=O)CCC2CCCN(C(=O)c3cc(C)[nH]n3)C2)c1 (configuration not stated),-9%
O=C(N=C1N=C2C=CC(Br)=CN2Cc2ccccc21)c1ccc([N+](=O)[O-])cc1[N+](=O)[O-],2%[57.5 µM]
O=C1C2C3CCC(C3)C2C(=O)N1c1ccc(OS(=O)(=O)c2ccccc2)cc1 (configuration not stated),-8%
N/C(Cc1ccc([N+](=O)[O-])cc1)=N\OC(=O)c1ccco1,4%
CCOC(=O)C1(Cc2ccc(Cl)cc2)CCN(C(=O)C2=NNC(=O)CC2)CC1,10%
O=c1[nH]cc(I)cc1I,-6%[57.5 µM]
O=C(CSc1cccc[n+]1[O-])NCCCc1ccccc1,4%
C(=C\c1ccncc1)/c1ccccc1,1%[57.5 µM]
CSc1nc(N(C)C)nc(N(C#N)CCOC(C)=O)n1,9%
N#CC1CN(C(c2ccccc2)c2ccccc2)C1,1%
Cc1oc(-c2cccc(C(F)(F)F)c2)nc1CN1CCN(c2ccccn2)CC1,-3%
CCCCNC(=O)CCC(=O)Nc1ccc2nc(N3CCCCC3)cc(C)c2c1,1%
CCSc1nc(C)nc2sc(C)c(C)c12,0%[57.5 µM]
Oc1ccc(N=Cc2c(O)ccc3ccccc23)cc1,-7%[57.5 µM]
COC(=O)CC1c2ccccc2C(Cc2ccc3c(c2)OCO3)=C(C)N1C(=O)OC (configuration not stated),4%
Cc1cccc(NC(=O)c2ccc(NCC3CCCO3)c([N+](=O)[O-])c2)c1 (configuration not stated),-8%
CCN(CC)c1ccc(/C=N\NC(N)=O)cc1,1%
COC(=O)CCSc1cc([N+](=O)[O-])cc2c1c(C1OCCO1)nn2-c1ccccc1,6%
COc1ccccc1NS(=O)(=O)/C=C/c1ccccc1,11%
CC(=O)C1=C(C)N(Cc2ccccc2)C(=O)N[C@H]1CCc1ccccc1,-9%&-8%

The closing 2 records of the section above are carried over, then new ones follow:
canonical_smiles,ERK EGF block
COc1ccccc1NS(=O)(=O)/C=C/c1ccccc1,11%
CC(=O)C1=C(C)N(Cc2ccccc2)C(=O)N[C@H]1CCc1ccccc1,-9%&-8%
CCCc1nc([N+](=O)[O-])c(S(=O)(=O)c2ccccc2)n1CC(C)C,-5%
CC(=O)c1cccc(N2Cc3ccccc3C2=NC(=O)CCl)c1,-5%
CCn1nc(C(=O)NNC(=O)COc2ccc(OC)cc2)c2ccccc2c1=O,8%
COc1ccc(NC(=O)C/C(C)=N/NC(=O)C(=O)NC2CCCCC2)c(OC)c1,5%
Cn1cc(C(=O)N/N=C/c2cccc(O)c2)ccc1=O,-8%
COC(=O)c1sc2cc(=O)n(-c3cccc(C(F)(F)F)c3)nc2c1O,0%
CC(C)c1ccc2c(c1)CC[C@H]1[C@](C)(CN)CCC[C@]21C,?
CC(=O)Nc1ccc(C(=O)OCC(=O)c2cccc([N+](=O)[O-])c2)cc1,-7%
C=CCn1c(COc2ccc(Cl)cc2)nnc1SCC(=O)c1c(N)n(C)c(=O)n(C)c1=O,-8%
CC(=O)N1C(=O)N(C)C2C1N(C(C)=O)C(=O)N2C (configuration not stated),4%
COC(=O)CN1C(=S)N(c2ccccc2)C(=O)C1CC(=O)Nc1ccc(Cl)cc1 (configuration not stated),2%
N=c1n(CCN2CCCC2)c2ccccc2n1CC(O)c1ccc(Cl)c(Cl)c1 (configuration not stated),5%
C=CCc1c(C)nc2c(C)cccc2c1SC(=N)N,-8%[57.5 µM]
COc1ccccc1NC1=C(NC(C)=O)C(=O)c2ccccc2C1=O,?
COc1ccccc1N1CCN(C(=O)CSc2ncnc3c2cnn3-c2ccc(C)c(C)c2)CC1,-5%[57.5 µM]
CCOc1ccc(Oc2cc(N)cc([N+](=O)[O-])c2)cc1,10%[57.5 µM]
O=C(Cc1c[nH]c2ccccc12)N/N=C/c1cccc(F)c1,11%
Cc1ccc(S(=O)(=O)N(C)C)cc1NC(=O)COc1ccc(-c2nnco2)cc1,-9%[57.5 µM]
Nc1nc(NCC2CCCO2)nc(Nc2ccc(Cl)cc2)c1[N+](=O)[O-] (configuration not stated),1%[57.5 µM]
NC(=O)c1ccc(N2CCN(S(=O)(=O)c3ccccc3)CC2)c([N+](=O)[O-])c1,-2%
Nc1c(C(=O)NCc2ccccc2)c2nc3ccccc3nc2n1CCCN1CCOCC1,-3%
COn1c(C)c(C)c2c3nonc3ccc21,1%[57.5 µM]
O=C(COc1ccccc1Cl)Nc1ccc(CN2CCCCC2)cc1,5%
Brc1ccc(Nc2nc(-c3cccnc3)cs2)cc1,-2%
NNC(=O)c1csc(CS(=O)(=O)c2ccc(Cl)cc2)n1,-6%[57.5 µM]
CCCCCCCC#Cc1ccccc1/C=N/S(=O)c1ccc(C)cc1 (configuration not stated),0%
O=C(NCc1cccs1)C1CCN(C(=O)NCc2ccccc2)CC1,4%
NC(=O)c1ccccc1N1CCCCC1,0%[57.5 µM]
CC1CC(C)(C)NC(=S)N1CCCC(=O)Nc1ccc2c(c1)OCCO2 (configuration not stated),27%
O=C(Nc1ccc([N+](=O)[O-])cc1)c1cn(-c2ccccc2)nc1-c1cc2ccccc2o1,2%

Random excerpt: five records from the list.
canonical_smiles,ERK EGF block
C=CCn1c(COc2ccc(Cl)cc2)nnc1SCC(=O)c1c(N)n(C)c(=O)n(C)c1=O,-8%
CCn1nc(C(=O)NNC(=O)COc2ccc(OC)cc2)c2ccccc2c1=O,8%
CC(=O)Nc1ccc(C(=O)OCC(=O)c2cccc([N+](=O)[O-])c2)cc1,-7%
CCOc1ccc(Oc2cc(N)cc([N+](=O)[O-])c2)cc1,10%[57.5 µM]
CCCc1nc([N+](=O)[O-])c(S(=O)(=O)c2ccccc2)n1CC(C)C,-5%

(further entries)
canonical_smiles,ERK EGF block
O=c1cc(-c2ccc(Cl)cc2)oc(=O)[nH]1,-9%[57.5 µM]
CC(C)CCN1CCN(Cc2ccc(N3CCNC3=O)cc2)CC1CCO (configuration not stated),-11%
OCCN=C1CCCc2c1[nH]c1ccc(Cl)cc21,-12%[57.5 µM]
CNc1nc(N/N=C/c2cc3c(cc2[N+](=O)[O-])OCO3)nc(Nc2ccccc2)n1,-2%
Cc1ccc(NC(=O)N2CCCCC2)cc1[N+](=O)[O-],-5%[57.5 µM]
COC(=O)c1ccccc1-c1ccc(C(c2c(C)[nH][nH]c2=O)c2c(C)[nH][nH]c2=O)o1,5%
O=C1CCCCC1S(=O)(=O)c1ccccc1 (configuration not stated),1%
COc1ccc(NC(=O)Nc2ccc3c(c2)CCC3)c(OC)c1,4%
CCSc1ccc2c(c1)N(CCCN1CCN(C)CC1)c1ccccc1S2,-6%[25.7 µM]
CCCCCCCCSc1nnc2[nH]c(=O)cc(N)n12,2%
COc1cc(-c2nnc(NC(=O)c3ccc(S(=O)(=O)N4CCOCC4)cc3)o2)cc(OC)c1OC,-5%
CC(C)(C)Nc1c([N+](=O)[O-])c(=O)sc2ccccc12,-1%
CCc1ccc(NC(=O)CSc2ccccn2)cc1,-1%
COc1cc(OC)cc(C(=O)NC(=S)Nc2nnn(C)n2)c1,2%[57.5 µM]
NCC(O)C1CCCCCCC1 (configuration not stated),0%
COc1ccc(N2C(=O)CS/C2=N\C(=S)Nc2ccccc2)cc1,-9%[57.5 µM]
COc1cc(SC)ccc1C(=O)Nc1cccc(C)n1,1%
CCc1nnc(NC(=O)c2ccc3c(=O)n4c(nc3c2)CCCCC4)s1,5%[57.5 µM]
O=C(COC(=O)CC1c2ccccc2CCN1S(=O)(=O)c1ccc(F)cc1)Nc1ccccc1 (configuration not stated),6%
C/C(=N\NC(=O)c1cc(C(C)C)[nH]n1)c1ccco1,7%
COc1ccc(C2=C(Nc3ccc(F)cc3)c3ccccc3C2=O)cc1,-3%[57.5 µM]
CS(=O)(=O)N(CC(=O)NCc1ccc2c(c1)OCO2)C1CCCCC1,4%
O=C(Nc1ccc(Br)cc1)C1CCN(C(=O)c2ccc(F)cc2)CC1,-3%
Cc1cc(C)nc(SCc2ccc(C(=O)NN=C3CCCC3)cc2)n1,-12%
COc1cc(/C=N/NC(=O)CCc2n[nH]c(=O)[nH]c2=O)ccc1O,-3%
CC(C)(C)n1cnnc1Sc1ncccc1[N+](=O)[O-],-5%[57.5 µM]
Cn1ncc2c(NCc3ccccc3)ncnc21,1%[57.5 µM]
CCc1ccc(C2NC(=S)NC3=C2C(=O)CC(C)(C)C3)cc1 (configuration not stated),-8%
Nn1cc(-c2ccccc2)nc1SCC(=O)Nc1ccc2c(c1)OCO2,1%
O=C(/C=C/c1ccccc1Cl)Nn1cnc2ccccc2c1=O,-2%

The last two entries of the section before lead into the next:
canonical_smiles,ERK EGF block
Nn1cc(-c2ccccc2)nc1SCC(=O)Nc1ccc2c(c1)OCO2,1%
O=C(/C=C/c1ccccc1Cl)Nn1cnc2ccccc2c1=O,-2%
CC(C(=O)N1CCN(c2ccc([N+](=O)[O-])cc2)CC1)N1C(=O)C2CC=CCC2C1=O (configuration not stated),4%
CCc1nnc(NC(=O)CSc2nnc(CNc3ccc(OC)cc3)n2CC)s1,4%
O=C(CC(Nc1cccc(Cl)c1Cl)C(=O)O)c1ccccc1 (configuration not stated),4%
CC1CCC2(CC1)NC(=O)N(CC(=O)N1CCc3ccccc3C1)C2=O (configuration not stated),1%

A portion of the library; rates above refer to the full screens.
